Screens deposited in PubChem BioAssay by National Center for Advancing Translational Sciences (NCATS).
Epigenetic derep: derepresses silenced GFP reporter in murine cells | murine LDR cells, GFP reporter derepression, 30 h | Potency, µM (doses to about 53.9 µM), without a hit: at the highest dose GFP activation, usual class: activators | hit rate 0.2% among 280,000 | AID 1865; active = well fitted activation curve with a large enough effect; inconclusive = small, poorly fitted or top-dose-only effect; note: % of control where 0% means no effect; nearly all actives have a fitted effect of over 60% in size
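Reporter derepression read as number of fluorescent GFP-positive objects, 20-120 um in size, counted by laser-scanning cytometer. Mouse LDR line with an epigenetically silenced CMV-GFP locus; compound incubation 30 h, 37 C.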
Numbers without * were called inactive; u = inconclusive. Potency is the fitted concentration of half-maximal effect. Some of the compounds tested, so the mix of outcomes need not match the whole.

The opening two records, to show the layout:
| Epigenetic derep | Molecule |
| --- | --- |
| -0.3% | CCC(C)Nc1nc2c(c(=O)[nH]c(=O)n2C)n1Cc1ccc(F)cc1 (stereo not given) |
| 0.0% | COc1ccccc1-c1nc2c(c(SCC(=O)Nc3ccccc3F)n1)Cc1c(CO)cnc(C)c1O2 |

The listing, from the first entry:
| Epigenetic derep | Molecule |
| --- | --- |
| -0.3% | CCC(C)Nc1nc2c(c(=O)[nH]c(=O)n2C)n1Cc1ccc(F)cc1 (stereo not given) |
| 0.0% | COc1ccccc1-c1nc2c(c(SCC(=O)Nc3ccccc3F)n1)Cc1c(CO)cnc(C)c1O2 |
| -2.0% | COc1cccc(-n2nnc3c(sc4nc(C)cc(C)c43)c2=O)c1 |
| -3.4% | CCOC(=O)N1CCc2c(sc3c2c(=O)n(Cc2ccccc2)c(=O)n3Cc2c(F)cccc2Cl)C1 |
| 0.1% | O=C(CSc1nc(-c2ccccc2)no1)N1CCN(c2ccccc2F)CC1 |
| u | CCOc1ccc(OCC)c(NC(=O)c2ccc(-c3ccccc3)s2)c1 |
| -0.4% | COc1ccc(CNC(=O)c2nnn(CC(=O)Nc3cc(C)cc(C)c3)c2N)cc1 |
| 0.0% | Cc1ccc(NC(=O)c2cnn3c(C(F)F)cc(-c4ccccc4)nc23)cc1F |
| 1.3% | COc1ccc(N(C)C(=O)c2cn(C3CCCCC3)c(=O)c3c2c2ccccc2n3C)cc1 |
| -0.3% | COc1cccc(CNC(=O)CCn2c(=O)c3cccn3c3cccnc32)c1 |
| -0.2% | COc1cc(C(=O)Nc2ccccc2OCc2cc(=O)n3c(C)csc3n2)cc(OC)c1OC |
| 1.9% | Cc1ccc(OCC(=O)Nc2c(C(=O)c3ccccc3)oc3ccccc23)cc1C |
| -0.4% | CCc1ccc(NC(=O)C2CCN(S(=O)(=O)c3c(C)noc3/C=C\c3ccc(OC)cc3)CC2)cc1 |
| -0.8% | CCc1cccc(NC(=O)CC(c2ccc(OC)cc2)N2Cc3ccccc3C2=O)c1 (stereo not given) |
| 1.4% | Cc1ccc(C)c(N2CCN(C(=O)CCc3nnc4n(C)c(=O)c5ccccc5n34)CC2)c1 |
| 0.9% | COc1ccc(CNC(=O)c2ccc3c(c2)N=C(C)c2c(C)ccc(C)c2S3)cc1 |
| 8.7% | Cc1ccc(C(NC(=O)Cc2cccs2)C(=O)Nc2ccc(C(C)C)cc2)cc1 (stereo not given) |
| -2.1% | CCCCCn1c(=N)c(S(=O)(=O)c2ccc(C)cc2)cc2c(=O)n3cc(C)ccc3nc21 |
| -1.9% | CCc1nc(-c2cc(S(=O)(=O)N3CCN(c4ccccc4OC)CC3)ccc2OC)no1 |
| 6.7% | CCCOc1cccc(C2c3c(oc4ccc(F)cc4c3=O)C(=O)N2c2nc(C)c(C(C)=O)s2)c1 (stereo not given) |
| -1.0% | Cc1ccc2c(=O)cc(C(=O)Nc3ccc(S(=O)(=O)N4CCCCCC4)cc3)oc2c1 |
| -3.0% | CN(C)S(=O)(=O)c1ccc(C(=O)Nc2c(C(=O)Nc3ccc(F)cc3)oc3ccccc23)cc1 |
| -0.7% | CCC(=O)N1c2ccc(S(=O)(=O)NCc3cccc(OC)c3)cc2CC1C (stereo not given) |
| -3.0% | CCc1nnc(SCC(=O)N(CC)c2ccccc2)c2cc3oc(C)cc3n12 |
| -2.3% | CCOC(=O)c1ccc(NS(=O)(=O)c2cc(-c3onc(C)c3C)ccc2C)cc1 |
| 1.6% | Cc1ccccc1NC(=O)C1CCN(C(=O)c2cnn(-c3ccccc3)c2-n2cccc2)CC1 |
| 8.0% | Cc1ccccc1Cn1c(=O)n(CCCCC(=O)NCc2ccc3c(c2)OCO3)c(=O)c2ccccc21 |
| -1.8% | CC(C)c1ccc(NC(=O)c2ccc(NC(=O)CCS(=O)(=O)c3cccs3)cc2)cc1 |
| 2.6% | CCc1ccc(NC(=O)CN2CCCN(Cc3cccc(Cl)c3)S2(=O)=O)cc1 |
| -2.1% | CCOc1ccc(CCNC(=O)c2cc3cc4ccc(OC)cc4nc3s2)cc1OCC |
| 10.0% | CCOC(=O)c1ccc(NC(=O)CCc2c(C)nc3cc(-c4ccc(OC)cc4OC)nn3c2C)cc1 |
| -0.1% | COc1ccc(C(=O)N2CCN(C(=O)COc3ccc(Br)cc3)CC2)cc1OC |
| -1.1% | CCOC(=O)CC(NC(=O)CCc1c(C)nc2c(c1C)c(=O)n(C)c(=O)n2C)c1ccc(OCC)c(OC)c1 (stereo not given) |
| 1.4% | CC(C)Cn1c(=O)c2ccccc2n2c(CCC(=O)N3CCN(c4ccccc4F)CC3)nnc12 |
| -0.9% | CCOc1ccccc1NC(=O)C1CCC(CNS(=O)(=O)c2ccc3c(c2)CCCC(=O)N3)CC1 (stereo not given) |
| 2.3% | CCn1nc(-c2ccccc2)c(-c2ccccc2)c(C(=O)Nc2ccccc2C(N)=O)c1=O |
| 9.8% | Cn1c(=O)c2c(nc(Oc3ccc(C#N)cc3)n2Cc2ccc(Cl)cc2Cl)n(C)c1=O |
| 3.8% | Cc1ccc(S(=O)(=O)NCCc2nnc3ccc(SCc4cccc(F)c4)nn23)cc1 |
| 4.9% | Cc1c(Cl)cccc1NC(=O)C(C)n1nc(C)c2c(C)n(-c3ccccc3)nc2c1=O (stereo not given) |
| 2.7% | COC(=O)c1cc2sc(C)cc2n1CC(=O)Nc1cccc(SC)c1 |
| 3.2% | Cc1ccc(CNC(=O)CCc2c(C)nc3c(c(C)nn3-c3ccccc3)c2C)cc1 |
| -1.2% | COC(=O)c1ccccc1NC(=O)c1nn(-c2ccc(OC)cc2)c(=O)c2c1c1ccccc1n2C |
| -1.1% | Cc1ccc(C)c(N2CCN(C(=O)c3ccc4c(Cl)c5c(nc4c3)CCCC5)CC2)c1 |
| 2.2% | CCc1ccc(C2N=C(N)Nc3nc4ccccc4n32)cc1 (stereo not given) |
| -1.6% | CCOc1ccccc1NC(=O)c1c(NC(=O)c2cccc(C)c2)sc2c1CCCC2 |
| 2.0% | COc1ccc(OC)c(CCNC(=O)c2ccc3c(c2)N(Cc2ccccc2)CCS3)c1 |
| -1.6% | CCOC(=O)c1cnc2c(C)c(Cl)ccc2c1Nc1ccc(C)cc1C |
| 0.6% | COc1ccc(NC(=O)CSc2oc(-c3cccs3)nc2S(=O)(=O)c2ccc(C)cc2)c(OC)c1 |
| 1.8% | CCc1cccc(NC(=O)Cn2nc(C)c3sc4ccccc4c3c2=O)c1 |
| 2.7% | CCOc1ccccc1NC(=O)Cn1c(=O)n(-c2ccccc2)c(=O)c2c1c1cc(C)ccc1n2C |
| 1.1% | CCOC(=O)N1CCC(NC(=O)c2ccc3c(c2)N(Cc2ccccc2)C(=O)c2ccccc2S3=O)CC1 (stereo not given) |
| -3.5% | CC(C)c1ccc(NC(=O)Cn2nnc(C(=O)NCc3cccs3)c2N)cc1 |
| 6.9% | CCOC(=O)c1c(C)[nH]c(C)c1S(=O)(=O)NCC(=O)Nc1cccc(Cl)c1 |
| 1.9% | O=c1c2c3c(sc2n(Cc2cc(=O)n4ccccc4n2)c(=O)n1-c1ccccc1)CCC3 |
| 0.0% | CCc1cc2c(cc3c(=O)n(CC(=O)NC4CCC(C)CC4)ncn32)s1 (stereo not given) |
| 3.3% | O=C(c1ccc2c(c1)N(Cc1ccc(Cl)cc1)C(=O)c1ccccc1S2(=O)=O)N1CCCC1 |

New compounds follow.
| Epigenetic derep | Molecule |
| --- | --- |
| 0.0% | Cc1ccc(C)c(CN2CCC(CNC(=O)Nc3ccc(Br)cc3F)CC2)c1 |
| 0.0% | COC(=O)c1c(NC(=O)CCCOc2ccc(C(C)(C)C)cc2)sc2c1C(C(=O)OC)CC2 (stereo not given) |
| -2.2% | C[C@H](NC(=O)OC(C)(C)C)c1nnc(SCc2ccc(Cl)cc2Cl)o1 |
| 2.2% | COc1ccc2cc(CCNS(=O)(=O)c3ccc(C)cc3)c(=O)[nH]c2c1 |
| -1.9% | COC(=O)c1c(NC(=O)Cc2coc3cc(C)cc(C)c23)sc2c1CCC2 |
| -3.6% | COc1ccccc1CN1C(=O)C(=O)c2cccc(C)c21 |
| -0.9% | COc1cccc(CNC(=O)c2cc(=O)[nH]c3ccc(S(=O)(=O)N4CCCC4)cc23)c1 |
| -4.8% | CC(C)CNC(=O)c1c(-c2ccccc2)c(-c2ccccc2)nn(C)c1=O |

Not a retest: three of the compounds above.
| Epigenetic derep | Molecule |
| --- | --- |
| 0.0% | Cc1ccc(C)c(CN2CCC(CNC(=O)Nc3ccc(Br)cc3F)CC2)c1 |
| 0.0% | COC(=O)c1c(NC(=O)CCCOc2ccc(C(C)(C)C)cc2)sc2c1C(C(=O)OC)CC2 (stereo not given) |
| -2.2% | C[C@H](NC(=O)OC(C)(C)C)c1nnc(SCc2ccc(Cl)cc2Cl)o1 |

(next part)
| Epigenetic derep | Molecule |
| --- | --- |
| 1.3% | CCN(CC)c1ccc(NC(=O)Cn2cc3c(n2)CCCC3)c(C)c1 |
| -2.5% | Cc1ccc(NC(=O)CN2C(=O)c3ccccc3Sc3ncccc32)c(C)c1 |
| 1.9% | CCOc1ccc(C(=O)/C=C/c2cn(CC(O)CN3CCc4ccccc43)c3ccccc23)cc1 (stereo not given) |
| -6.1% | Cc1ccc(NC(=O)CSc2nnc(COc3ccc(Cl)cc3)o2)cc1 |
| -1.8% | CCC(C)NC(=O)Cn1c(=O)n(Cc2ccc(C(=O)NCc3ccccc3OC)cc2)c(=O)c2ccccc21 (stereo not given) |
| 0.8% | O=C(Nc1ccc(F)cc1)Nc1csc2c1CCCC2 |
| -4.3% | CCOC(=O)CCN(Cc1ccccc1)S(=O)(=O)c1csc(C(N)=O)c1 |
| u | Cc1cc(C)c2c(n1)SCCN2C(=O)Nc1ccc(C(=O)Nc2ccc(C(C)C)cc2)cc1 |
| -1.9% | Cc1cc(C)c2c(=O)cc(C(=O)Nc3ccc(S(=O)(=O)Nc4onc(C)c4C)cc3)oc2c1 |
| -0.9% | COc1ccccc1NC(=O)Cn1c(=O)n(CC(=O)NCc2ccccc2Cl)c(=O)c2sccc21 |
| 7.3% | CC1=C(C(=O)OC2CCCCCC2)C(c2ccc(Cl)cc2Cl)CC(=O)N1 (stereo not given) |
| -1.1% | Cc1ccc2nc(Cl)c3cc(C(=O)N(C)C4CCCCC4)sc3c2c1 |
| -0.8% | COc1ccc(Nc2nnc(-c3ccc(C)c(S(N)(=O)=O)c3)c3ccccc23)cc1 |
| -1.6% | COc1ccc(-c2nc3ccccc3o2)cc1NC(=O)COc1ccc(C(C)(C)C)cc1 |
| 1.1% | Cc1ccc(-c2csc(=Nc3ccccc3)n2Cc2ccc3c(c2)OCO3)cc1 |
| -6.4% | COc1ccc(Cl)cc1NC(=O)CN(c1cccc(C)c1C)S(C)(=O)=O |

Rewritten with each value named: entries from further up.
> Cc1cc(C)c2c(=O)cc(C(=O)Nc3ccc(S(=O)(=O)Nc4onc(C)c4C)cc3)oc2c1
  Epigenetic derep: -1.9%
> COc1ccc(-c2nc3ccccc3o2)cc1NC(=O)COc1ccc(C(C)(C)C)cc1
  Epigenetic derep: -1.6%

Remaining list, next part.
| Epigenetic derep | Molecule |
| --- | --- |
| -0.9% | COCCNC(=O)c1cnc2sc(N3CCCCC3)nn2c1=O |
| u | O=C1CC(c2ccccc2)Cc2[nH]c(=O)c(-c3nc(-c4cccc(Cl)c4)cs3)cc21 (stereo not given) |
| -0.8% | CCOC(=O)c1cnc2ccc(OC)cc2c1NCCc1ccccc1 |
| 2.7% | CCc1ccccc1NC(=O)Cn1c(=O)n(Cc2ccc(OC)cc2)c(=O)c2oc3ccccc3c21 |
| -1.5% | O=C(NCCc1ccc(Cl)cc1)c1cc(-c2ccccc2)n[nH]1 |
| -2.5% | CCOC(=O)c1ccccc1NC(=O)CSc1ncc2c(n1)-c1ccccc1N(CC)S2(=O)=O |
| 0.0% | CCCCOc1ccc(CNC(=O)Cn2ncn3c(cc4cc(F)ccc43)c2=O)cc1 |
| 1.1% | COc1ccc(-c2c(C)nn3c(-c4ccccc4)cc(C)nc23)cc1OC |
| 1.2% | COc1ccc(CCNC(=O)Cc2c(C)c3cc4c(C)coc4c(C)c3oc2=O)cc1 |
| 9.0% | O=C(Cn1c(=O)n(-c2ccccc2)c(=O)c2sc3ccccc3c21)NC1CCCC1 |
| -1.3% | COc1ccccc1NC(=O)C1=C(C)Nc2nc(-c3ccco3)nn2C1c1ccccc1F (stereo not given) |
| -0.7% | CCOC(=O)c1[nH]c2c(c1Cc1ccccc1OC)C(=O)CC(c1ccccc1)C2 (stereo not given) |
| 1.2% | Cc1cccc(N2CCN(S(=O)(=O)c3c(C)nc4scc(C)n4c3=O)CC2C)c1 (stereo not given) |
| 1.4% | CCOC(=O)c1c(C)c(-c2ccccc2)n(CC(=O)Nc2ccc(OCC)cc2)c1C |
| -2.9% | COc1ccc(NC(=O)c2cccn2-c2nnc(N3CCCCC3)s2)cc1 |
| -3.7% | CCOC(=O)Cc1ccc(NC(=O)N(C(C)C)C2CCN(C(C)=O)CC2)cc1 |
| 3.9% | COc1cccc(NC(=O)c2sc3nc(C)c(C(=O)Nc4ccc(C)cc4C)c(-c4sccc4C)c3c2N)c1 |
| -1.8% | COc1ccccc1-c1cc(C(=O)Nc2c(C)nn(Cc3ccc(Cl)cc3)c2C)no1 |
| 8.8% | COc1cc(/C=C/c2nc(C#N)c(N3CCCCCC3)o2)cc(OC)c1OC |
| -2.5% | COc1cccc(NC(=O)C2CCN(c3nnc(-n4c(C)ccc4C)s3)CC2)c1 |
| u | Cc1cc(C)c(Cn2c3ccccc3c3cnn(CC(=O)NCc4ccccn4)c(=O)c32)c(C)c1 |
| -10% | c1cnc(N2CCN(c3ncc4c(n3)CCNC4)CC2)nc1 |
| 1.6% | CCOc1ccc(C(=O)Nc2ccc3oc(-c4cccnc4)nc3c2)cc1 |
| -1.3% | CCCC(=O)Nc1c(C(=O)N2CCN(c3ccccc3)CC2)oc2ccccc12 |
| 1.0% | c1coc(-c2nc3ccccn3c2Nc2ccc3c(c2)OCCO3)c1 |
| -0.1% | O=C(CSc1cn(CC(=O)N2CCCCC2)c2ccccc12)NCc1ccccc1Cl |
| 0.0% | COc1ccccc1NC(=O)Cn1c(=O)oc2cc(S(=O)(=O)NCc3ccccc3)ccc21 |
